aSyn tox rescue: qHTS of alpha-syn Inhibitors: NCGC Sytravon Library Screen. 0.02% of 94,000 active. S. cerevisiae alpha-synuclein toxicity rescue, BacTiter-Glo growth, 24 h. Potency, µM (highest dose often 46.1 µM), without a hit: at the highest dose growth rescue (activation), most hits filed as activators; active = well fitted activation curve with a large enough effect; inconclusive = small, poorly fitted or top-dose-only effect; also: 0% is about no effect
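Growth restoration measured by BacTiter-Glo luminescence after 24 hr at 30 deg C; alpha-synuclein yeast, raffinose-pregrown to mid-log, were added at OD600=0.02 in galactose medium onto pinned compounds.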
* = called active by the depositor; ? = inconclusive; & = joins results of further samples. Potency is read from the fitted curve at half-maximal effect.

SMILES | aSyn tox rescue
CCOc1ccc(C2C(=O)N(C3CCCCCC3)CC(=O)N2CCc2ccccc2)cc1OC (configuration not stated) | -4%
NS(=O)(=O)c1ccc(-c2ccc(/C=N/NC(=O)c3ccccc3O)o2)cc1 | -1%
CNc1c([N+](=O)[O-])cnn1-c1ccccc1F | 10%
CCOC(=O)c1ccccc1NC(=O)Cn1c(=O)n(CCCC(=O)NCc2ccc3c(c2)OCO3)c(=O)c2ccccc21 | -8%
Cc1ccc(NC(=O)Cn2c(=O)c3ccccc3n3nncc23)cc1 | -1%
O=C(Cn1c(=O)n2nc(-c3cccc(F)c3)nc2c2ccccc21)N1CCN(c2ccccc2F)CC1 | -10%
O=C(COC(=O)c1cc(-c2cccs2)nc2ccccc12)c1ccc(F)cc1 | 9%
CCc1nnc2c(NCc3cccc(OC)c3)nc3ccccc3n12 | 2%
Cn1cc(S(=O)(=O)c2ccccc2)c(=O)c2cc(F)c(N3CCCCCC3)cc21 | -2%
O=C(N/N=C/c1cccc2cccnc12)c1ccccc1O | ?
CC1CCN(S(=O)(=O)c2ccc3nc(NCc4ccccc4)ccc3c2)CC1 | 1%
O=C(Nc1cccc2ncccc12)c1ccco1 | 2%
C[C@H](CO)N1C[C@H](C)[C@H](CN(C)C(=O)c2ccncc2)OCc2ccccc2-c2c(n(C)c3ccccc23)C1=O | 0%
COc1cccc(N(CC(=O)NCc2ccco2)C(=O)CCC(=O)Nc2nccs2)c1 | -5%
CCOc1ccccc1NC(=O)CN1CCC(NC(=O)c2ccccc2C)CC1 | 0%
CC(=O)N(c1ccc(Cl)cc1)c1nc(C)cc(C)c1C#N | 8%
Cc1ccc(S(=O)(=O)NCC(=O)N(CC(=O)NC(C)(C)C)Cc2ccc3c(c2)OCO3)cc1 | 0%
CCOc1cc(CNC(=O)c2ccc(NC(=O)c3nsc4ccccc34)cc2)ccc1OC | -7%
COc1ccc(CNC(=O)c2cnc3ccc(C)cn3c2=O)cc1 | -9%
Cc1cc(NS(=O)(=O)c2ccc(NC(=O)COc3c(C)cc(Br)cc3C)cc2)no1 | 1%&-1%
O=C(Cn1c(SCCOc2ccccc2Cl)nc2ccccc21)N1CCCCC1 | 18%
CCCCNC(=O)CSc1nc2cc3c(cc2c(=O)n1CCCC(=O)NCc1ccc(OC)cc1)OCO3 | 4%
Cc1ccc(-n2ccnc(NCc3cccs3)c2=O)cc1C | 5%
CCCCCn1c(=O)[nH]c2cc(C(=O)N3CCN(c4cc(Cl)ccc4C)CC3)ccc2c1=O | 3%
NC(=O)c1c(NC(=O)Cc2ccccc2)sc2c1CCN(Cc1ccccc1)C2 | 9%
Remaining list, next part:
SMILES | aSyn tox rescue
CC(=O)N1CCc2cc(Br)cc(S(=O)(=O)CCC(=O)N3CCN(c4cccc(C)c4C)CC3)c21 | 5%
COc1cc(NC(=O)CCCl)cc(-n2cnnn2)c1 | -11%
Cc1ccc(Nc2c(-c3ccc(C)cc3)nc3cnccn23)cc1 | 22%
Cc1ccc(S(=O)(=O)N2CCN(C(=O)c3cccs3)CC2)c(C)c1 | 3%
Cc1ccccc1NC(=O)CSc1nc(=O)n(CCN2CCOCC2)c2c1CCC2 | -4%
COc1ccc(/C=C2/N=C3CCCCCN3C2=O)cc1 | 2%
COc1ccc(C=C2OC(=O)C(C(C)=O)=C2O)cc1 | -22%
O=C(CSCc1cnn(-c2ccccc2)c1-n1cccc1)NCc1ccccc1Br | 6%
NC(=S)Nc1cccc(Cl)c1 | 11%
O=C1c2cccc3cccc(c23)C(=O)N1Nc1ccccc1 | -1%
O=C(Nc1ccc(Br)cc1)c1cccc(S(=O)(=O)N2CCc3ccccc32)c1 | -9%
O=C(NCc1ccc(F)cc1)N1[C@H]2CC[C@@H]1C=C(c1ccc(F)cc1OCc1ccccc1)C2 | 2%
CCN(CC)CCNC(=O)CCn1c(=O)c2cccn2c2cccnc21 | -4%
Cc1cccc(C)c1NC1=C(Cl)C(=O)OC1OC(C)C (configuration not stated) | -9%
Cc1ccc(C)n1-c1nn(S(=O)(=O)c2cccc(C(F)(F)F)c2)c2cccc(F)c12 | 3%
O=C(Nc1ccc(NC(=O)c2cccs2)cc1)c1ccccc1 | -14%
CCCCCOC(=O)CSc1ncnc2sc3c(c12)CCC(C)C3 (configuration not stated) | -2%
CN(C(=O)CSc1nc(N)cc(=O)[nH]1)C1CCCCC1 | -1%
CC(=O)c1ccc(NC(=O)CSc2nc(C3CCCC3)nc3c2c(=O)n(C)c(=O)n3C)cc1 | 6%
Cc1nn(-c2ccc(N3CCCCC3)nn2)c(C)c1CCC(=O)NCc1ccc(OC(C)C)cc1 | 3%
CC(C)CNS(=O)(=O)c1ccc(OCC(=O)NCc2ccco2)cc1 | 1%
O=C1C(=C(c2ccccc2)N2CCOCC2)Cc2ccccc21 | 17%
CN(C)C(=C(C#N)C#N)N1CCN(c2ccc(Cl)cc2)CC1 | -9%
CCc1nc2onc(C)c2c(=O)n1CC(=O)O | -1%
O=C(CN1CCCN(Cc2cccc(F)c2)S1(=O)=O)Nc1ccc2c(c1)OCCO2 | 1%
The list continues.
SMILES | aSyn tox rescue
CCc1ccc(NC(=O)c2c(Cl)nc(C)c(Cl)c2C)cc1 | 1%
CC(C)C(=O)OCc1cc(=O)n2nc(C3CC3)sc2n1 | -9%
Cc1cccc(N(Cc2ccccc2)C(=O)c2cc(S(=O)(=O)N3CCOCC3)ccc2F)c1 | -1%
Cc1ccc(Cc2nc3ccccc3nc2SCC(=O)N2CCC(C)CC2)cc1 | 12%
Cc1ccc(N(Cc2cccs2)C(=O)c2ccccc2Cl)cc1 | 11%
O=C(O)CC/C(=N\Nc1ccc([N+](=O)[O-])cc1S(=O)(=O)N1CCOCC1)c1cccs1 | 3%
O=C(Nc1cccnc1)c1cc(Br)c(Br)s1 | -1%
O=C1NC(=O)/C(=C\c2ccc(OCc3cccc(C(=O)O)c3)c(Cl)c2)N1 | 11%
O=C1CC2(CCN(C(=O)c3ccc([N+](=O)[O-])cc3)CC2)Oc2ccccc21 | -5%
CSc1ncc(C(=O)Nc2ccc(F)cc2F)c(-c2ccccc2)n1 | -12%
COc1ccccc1CNS(=O)(=O)c1cc(-c2cc(C)no2)ccc1C | -10%
O=C(CNC(=O)c1ccccc1F)OCc1cc(=O)n2nc(C3CC3)sc2n1 | 1%
COc1ccccc1CCC(=O)NNC(=O)c1ccccc1 | 3%
COCCCNc1nc(NCc2ccccc2OC)c2cnn(C)c2n1 | 4%
O=C(NCCNS(=O)(=O)c1ccc(C(F)(F)F)cc1)N1CCOCC1 | 3%
COc1ccc(C(=O)NCC2CCCN2S(=O)(=O)c2cccs2)cc1OC (configuration not stated) | 5%
Cc1ccc(C=O)c([B-](F)(F)F)c1 | -10%
CCNc1ccc(N=Nc2c(C)n(C)n(-c3ccccc3)c2=O)cc1 | 3%
O=C(Nc1nc2ccccc2s1)C1CCN(S(=O)(=O)c2cc([N+](=O)[O-])ccc2Cl)CC1 | 16%
CCOc1ccccc1NC(=O)C1(S(=O)(=O)c2ccc(Cl)cc2)CC1 | 13%
COc1ccc(Cl)cc1NC(=O)c1sc(-n2nc(C)c(Cc3ccccc3)c2C)nc1C | -9%
CCCCCC(=O)N=Nc1c(O)[nH]c2ccc([N+](=O)[O-])cc12 | -2%
CCOP(=O)(OCC)/C(=C/N1CCCCC1)NC(=O)c1ccccc1 | 5%
CCC1CN(C(=O)N2CCC(C(=O)NCCOC)CC2)c2ccccc2O1 (configuration not stated) | ?
COC(=O)c1ccc(NC(=O)CCn2cnnn2)cc1 | 2%

A draw from above in order of heavy-atom count, smallest number first.
SMILES | aSyn tox rescue
COC(=O)c1ccc(NC(=O)CCn2cnnn2)cc1 | 2%
CCOP(=O)(OCC)/C(=C/N1CCCCC1)NC(=O)c1ccccc1 | 5%
O=C1NC(=O)/C(=C\c2ccc(OCc3cccc(C(=O)O)c3)c(Cl)c2)N1 | 11%

Carrying on.
SMILES | aSyn tox rescue
CCOc1ccc(CCNC(=O)CCc2c(C)nc3c4c(C)cc(C)nc4nn3c2C)cc1 | -7%
Cc1nn(C)c2c1c(-c1ccccc1)cc(=O)n2CC(=O)Nc1ccccc1C(F)(F)F | -4%
CCC1CN(S(=O)(=O)c2ccc3c(c2)NC(=O)CC(=O)N3)c2cc(Cl)ccc2O1 (configuration not stated) | -3%
CCOC(=O)c1[nH]c(C)c(CCC(=O)N2CCN(c3ccc(OC)cc3)CC2)c1C | 0%
CCOC(=O)c1sc(NC(=O)C2c3ccccc3Oc3ccccc32)c(C#N)c1C | -20%
CCc1cccc(NC(=O)C2CCC(CNS(=O)(=O)c3csc(C(N)=O)c3)CC2)c1 (configuration not stated) | 0%
COc1ccc(NC(=O)C2=C(C)Nc3c(C(=O)Nc4ccc(C)cc4)cnn3C2c2cc(OC)ccc2OC)cc1 (configuration not stated) | 5%
CCOC(=O)c1ccc2nc(C)cc(Nc3ccc(OC(C)C)cc3)c2c1 | 1%
CSc1ccccc1C(=O)OCC(=O)NC1CCS(=O)(=O)C1 (configuration not stated) | -6%
O=C(NCc1ccc(Cl)cc1Cl)c1cccc(N2CCCS2(=O)=O)c1 | -14%
CCOC(=O)C1=C(COC(=O)c2ccccc2OC)NC(=O)NC1C (configuration not stated) | -4%
COc1ccc(NC(=O)CCN2CCN(CCO)CC2)cc1 | -2%
CCOC(=O)C1CCN(C(=O)c2cc(C)n(C(C)(C)C)n2)CC1 | 0%
COCCN(C(=O)COC(=O)CCS(=O)(=O)c1ccccc1)c1c(N)n(Cc2ccccc2)c(=O)[nH]c1=O | 0%
CCCCN=C1SC(C(=O)Nc2sc3c(c2C(=O)OC)CCC3)C(N)=C1C(=O)N1CCOCC1 (configuration not stated) | -7%
COc1cc(CC(NC(C)=O)C(=O)NC2CCN(c3nc(OC)nc(OC)n3)CC2)cc(OC)c1 (configuration not stated) | 5%
CCOC(=O)c1ccc(NC(=O)c2c(NCc3cccc(OC)c3OC)sc3c2CCC3)cc1 | 0%
Cc1cccc(C)c1NC(=S)NC(C)CCc1ccccc1 (configuration not stated) | -7%
O=C1COc2ccc(C(=O)COC(=O)CCSc3ccc(Cl)cc3)cc2N1 | 13%
COc1cc(Nc2ccc(S(=O)(=O)N3CCN(C)CC3)cc2[N+](=O)[O-])cc(OC)c1 | 1%
Cc1ccc(C)c(N2CCN(C(=O)CN3C(=O)COc4ccc(S(=O)(=O)N5CCOCC5)cc43)CC2)c1 | -9%
CCCCCCSc1nc2c(c(=O)[nH]c(=O)n2C)n1C | -1%
CC1C(=O)N(Cc2cn(CC3CCCCC3)nn2)CCS(=O)(=O)N1Cc1ccc(-c2cccc(N(C)C)c2)cc1 (configuration not stated) | 0%
COc1cc2ccc(=O)oc2c(CC=C(C)C)c1OC | 7%
CCOCCCNC(=O)C1CCN(C(=O)c2cc3sccc3n2C)CC1 | 3%
(continued)
SMILES | aSyn tox rescue
CCOC(=O)N1CCC(NC(=O)c2ccc3c(c2)N(Cc2ccccc2C)C(=O)c2ccccc2S3=O)CC1 (configuration not stated) | 3%
CN(C)c1ccc(NC(=S)NCC2CCCO2)cc1 (configuration not stated) | -8%
COc1ccc2[nH]c(C)c(CCNS(=O)(=O)c3cc(F)ccc3OC)c2c1 | 3%
CC(=O)NC(=Cc1ccccc1)C(=O)N1CCCC1C(=O)O (configuration not stated) | 1%
O=C(NCc1cccnc1)c1nn(-c2ccccc2F)nc1CO | -8%
N#Cc1c(-n2ncnc2-c2ccccc2C(F)(F)F)sc2c1CCCCC2 | 7%
Cc1c(NC(=S)N/N=C/C=C/c2ccccc2)c(=O)n(-c2ccccc2)n1C | -7%
COCCCNC(=O)/C(C#N)=C/c1cc(C)[nH]c1C | -5%
Cc1c(C(=O)NCc2ccccc2Cl)sc2nc3n(c(=O)c12)CCCCC3 | 13%
CC(=O)Nc1ccc(S(=O)(=O)Nc2ccc(Cc3ccncc3)cc2)cc1 | -6%
COC(=NC(C)C)NC(C)C | 7%
O=C(Nc1cccc(Cl)c1)C(Cc1ccccc1)n1cccc1 (configuration not stated) | -26%
O=C(CSc1ncnc2nc[nH]c12)Nc1ccc(Br)cc1Cl | 6%
O=C(CSc1nc(-c2ccco2)nc2cc(=O)[nH]n12)Nc1ccc(F)cc1 | 1%

In the list so far, these have a thiophene ring, fused or not.
SMILES | aSyn tox rescue
O=C(COC(=O)c1cc(-c2cccs2)nc2ccccc12)c1ccc(F)cc1 | 9%
Cc1ccc(-n2ccnc(NCc3cccs3)c2=O)cc1C | 5%
NC(=O)c1c(NC(=O)Cc2ccccc2)sc2c1CCN(Cc1ccccc1)C2 | 9%
Cc1ccc(S(=O)(=O)N2CCN(C(=O)c3cccs3)CC2)c(C)c1 | 3%
O=C(Nc1ccc(NC(=O)c2cccs2)cc1)c1ccccc1 | -14%
CCCCCOC(=O)CSc1ncnc2sc3c(c12)CCC(C)C3 (configuration not stated) | -2%
Cc1ccc(N(Cc2cccs2)C(=O)c2ccccc2Cl)cc1 | 11%
O=C(O)CC/C(=N\Nc1ccc([N+](=O)[O-])cc1S(=O)(=O)N1CCOCC1)c1cccs1 | 3%
O=C(Nc1cccnc1)c1cc(Br)c(Br)s1 | -1%
COc1ccc(C(=O)NCC2CCCN2S(=O)(=O)c2cccs2)cc1OC (configuration not stated) | 5%
CCOC(=O)c1sc(NC(=O)C2c3ccccc3Oc3ccccc32)c(C#N)c1C | -20%
CCc1cccc(NC(=O)C2CCC(CNS(=O)(=O)c3csc(C(N)=O)c3)CC2)c1 (configuration not stated) | 0%
CCCCN=C1SC(C(=O)Nc2sc3c(c2C(=O)OC)CCC3)C(N)=C1C(=O)N1CCOCC1 (configuration not stated) | -7%
CCOC(=O)c1ccc(NC(=O)c2c(NCc3cccc(OC)c3OC)sc3c2CCC3)cc1 | 0%
CCOCCCNC(=O)C1CCN(C(=O)c2cc3sccc3n2C)CC1 | 3%
N#Cc1c(-n2ncnc2-c2ccccc2C(F)(F)F)sc2c1CCCCC2 | 7%
Cc1c(C(=O)NCc2ccccc2Cl)sc2nc3n(c(=O)c12)CCCCC3 | 13%

From PubChem

Some of the compounds tested; count on the stated rates, not on these rows.
